# Keap1 Nrf2 FP: Keap1-Nrf2 (human) interaction inhibition; Keap1 Kelch-Nrf2 peptide fluorescence polarization, 1536-well; inhibition, % at 9.4 µM; 340,000 compounds, 0.15% hits; in the data active = inhibition above about 12%;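 also: human Keap1 Kelch domain with fluorescein labeled Nrf2 9mer peptide probe; 0% = neutral control wells and 100% = peptide positive control; higher means more block of Keap1 binding to Nrf2 peptide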
# Arr AP2 block: human beta-arrestin and AP2 interaction inhibition; FITC-arrestin peptide / GST-AP2 beads, flow cytometry; AP2 beta2 appendage carries R879A mutation; inhibition, % at 10 µM; 340,000 compounds, 0.31% hits;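 active = inhibition above a set limit, near 3 SD of compounds lacking own fluorescence, cut at about 54% in these data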;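 also: plate controls were DMSO wells for no effect and 5 µM unlabelled arrestin peptide for full effect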
#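 System: GST-AP2 R879A glutathione beads; medium: PBS, Tween 20 0.05%, BSA 0.1%; reagent: fluorescein-tagged arrestin peptide at 50 nM final; schedule: pre-incubation 12 min, peptide binding 1 h, room temperature; detection: flow cytometry, FL1 (488/535 nm); read-out: inhibition as reduced fluorescein signal on beads, percent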
# CAL PDZ FP-1: CAL PDZ (human) peptide binding inhibition. Q9HD26. purified CAL PDZ, TMR-peptide fluorescence polarization, 1 h. inhibition, % at 24.9 µM. 300,000 compounds, 0.92% hits. AID 602252;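 active = mean inhibition of at least 30% with at least half of replicates also reaching 30%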;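 also: 0% = DMSO neutral control and 100% = excess unlabeled competitor peptide PRC23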
# CAL PDZ FP-2: human CAL PDZ-peptide interaction inhibition; Q9HD26; purified CAL PDZ, TMR-peptide fluorescence polarization, 1 h; inhibition, % at 20 µM; 330,000 compounds, 0.02% hits; AID 504414;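 active = highest replicate inhibition of at least 40%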;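 also: plate controls were DMSO neutral control wells for no effect and unlabeled competitor peptide control wells for full effect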
#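 System: purified tagged CAL PDZ domain construct (CerCALP). Schedule: 1 h incubation at room temperature before polarization reading. Medium: 25 mM sodium phosphate pH 7.4, 150 mM NaCl, TCEP, IgG, Thesit. Read-out: percent inhibition from loss of millipolarization. Measured by: FP readout, S and P plane fluorescence. Probe or stimulus: fluorescent TMR peptide probe.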
# LANA DNA inh: KSHV C-LANA DNA binding inhibition | MBP-C-LANA/FAM-LBS DNA binding, fluorescence polarization | inhibition, % at 9 µM | 340,000 compounds, 0.078% hits;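 active = highest replicate inhibition at or above 60% at 9 µM, even if other replicates fall short; inactive = all replicates below 60% inhibition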;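 also: 0% = neutral control wells and 100% = 4 µM acridine orange control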
# Cardiac RTF inh: cardiac RTF calcium desensitization. P19429+P45379. IANBD-labeled cardiac RTF, Ca2+ fluorescence. inhibition, % at 7.15 µM. 340,000 compounds, 0.12% hits;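 active = inhibition above the mean inhibition of all tested compounds plus 3 SD, cut at about 17% in these data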;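 also: assay run at fixed EC70 calcium of 1.6 mM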
# Pemphigus Ab inh: blocks pemphigus antibody binding to human desmoglein-3. P32926. DSG3-coupled beads, scFv-anti-DSG3-GFP binding, flow cytometry; hits give low values. binding (percent of control), % at 10 µM. 310,000 compounds, 0.48% hits. AID 588358;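 active = binding more than 3 SD below its plate's average and above zero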;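 also: hits lower antibody fragment binding to DSG3; some compounds called inactive have numbers as strong as hits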
# NSD2 HMT inh: blocks human histone methyltransferase NSD2 | O96028 | NSD2 peptide methylation, AlphaScreen, 120 min | inhibition, % at 12.5 µM | 310,000 compounds, 0.54% hits | AID 743445; in the data active = inhibition above about 50%
# DAGLB inh: blocks human DAGLB lipase activity; Q8NCG7; HEK293T DAGLB membrane lysate, EnzChek fluorogenic substrate; inhibition, % at 5.17 µM; 340,000 compounds, 0.059% hits; AID 504411; in the data active = inhibition above about 34%;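 also: 0% = enzyme with vehicle and 100% = wells lacking enzyme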
# Target sequence (Q8NCG7 whole entry, looked up): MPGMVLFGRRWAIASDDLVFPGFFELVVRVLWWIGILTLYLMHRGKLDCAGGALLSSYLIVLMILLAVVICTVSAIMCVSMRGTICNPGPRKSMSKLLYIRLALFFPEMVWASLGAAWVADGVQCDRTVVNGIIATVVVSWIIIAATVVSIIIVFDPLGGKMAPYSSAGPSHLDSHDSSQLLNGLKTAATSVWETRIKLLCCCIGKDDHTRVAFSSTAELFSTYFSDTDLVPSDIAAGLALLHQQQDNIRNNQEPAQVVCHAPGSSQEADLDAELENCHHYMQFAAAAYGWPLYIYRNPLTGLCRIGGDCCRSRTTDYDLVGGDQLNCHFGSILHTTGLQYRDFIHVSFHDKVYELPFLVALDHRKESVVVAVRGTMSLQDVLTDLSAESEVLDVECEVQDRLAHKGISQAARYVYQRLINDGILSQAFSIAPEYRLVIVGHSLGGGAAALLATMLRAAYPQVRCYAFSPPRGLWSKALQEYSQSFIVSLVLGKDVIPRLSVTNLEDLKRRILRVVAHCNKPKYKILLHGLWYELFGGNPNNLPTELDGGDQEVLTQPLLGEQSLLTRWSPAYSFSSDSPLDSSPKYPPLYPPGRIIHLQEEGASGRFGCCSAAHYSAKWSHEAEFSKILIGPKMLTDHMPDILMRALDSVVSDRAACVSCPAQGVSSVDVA
# V-ATPase pHluor: alters yeast V-ATPase proton transport; S. cerevisiae, pHLuorin cytosolic pH fluorescence; response, % at 10 µM; 350,000 compounds, 0.37% hits; in the data active = response mostly above about 7.3%, no sharp cut-off; inactive = mostly below about 5.4%; also: actives read high; inactives centre near 0; some compounds called inactive have numbers as strong as hits; reference of the scale not given here
# * marks the source's active call; other numbers are inactive results; . = not tested or not shown. The list is partial, so the mix of outcomes need not match the whole.
# Screens in order: Keap1 Nrf2 FP	Arr AP2 block	CAL PDZ FP-1	CAL PDZ FP-2	LANA DNA inh	Cardiac RTF inh	Pemphigus Ab inh	NSD2 HMT inh	DAGLB inh	V-ATPase pHluor
> C=CCOC(=O)C1=C[C@H](C(C)(C)C)[C@@H](CCCO)[C@H](OCC)O1
  0	-15	2	-0.2	1.2	-9	98	.	0	6
> COc1cc(C(=O)NCCc2ccc(S(N)(=O)=O)cc2)ccc1OCc1c(C)noc1C
  -2	28	1	0.1	1.7	-7	.	3	3	0
> C=CCOC(=O)c1ccccc1C(=O)OCC1CO1 (stereo not given)
  0	-2	-4	0.2	0.4	-2	122	-2	1	0
> CC1Cc2ccccc2N1C(=O)CSc1ncc(-c2ccc(F)cc2)n1C (stereo not given)
  -1	25	-2	-2.8	-0.2	4	102	12	-1	8
> CC(C)(C)OC(=O)NCCc1nnc(SCc2ccc(Cl)cc2)o1
  -4	1	4	-0.7	-0.2	6	.	-2	-3	3
> O=c1c2ccccc2nc2n1CCC2O (stereo not given)
  -3	3	-3	-0.2	-0.6	3	100	.	-1	0
> Nc1nc2sc3c(c2cc1C(=O)N1CCOCC1)CCCC3
  -3	-2	-4	0.3	0.1	-4	110	0	2	-2
> Cc1cccc(N(CC(=O)NCc2ccc(F)cc2)C(=O)c2csnn2)c1C
  1	12	0	-1.0	0.6	10	103	0	2	-2
> C[C@@H]1CN([C@H](C)CO)C(=O)c2cc(NC(=O)Nc3ccc(C(F)(F)F)cc3)ccc2O[C@H]1CN(C)C(=O)Nc1ccc(F)cc1
  -3	14	-5	-1.2	0.5	-6	100	.	-1	-4
> CCC(=O)c1ccc(OC(=O)C2CCN(C3=NS(=O)(=O)c4ccccc43)CC2)cc1
  3	-2	-3	-0.4	-1.2	3	96	-2	-2	1
> CC1CCc2cc(F)cc3c(O)c(C(=O)NCc4ccco4)c(=O)n1c23 (stereo not given)
  -4	0	0	-2.0	1.6	-8	.	-7	-8	-1
> O=C(COC(=O)C12CC3CC(CC(O)(C3)C1)C2)NC12CC3CC(CC(C3)C1)C2
  -3	-1	-6	0.7	-1.3	-14	109	2	-2	0
> CCC(=O)N1N=C(c2cccs2)CC1c1ccc(C)cc1 (stereo not given)
  1	14	1	-0.9	4.9	-5	105	-1	1	-2
> CCOC(=O)CC1=NN(c2ccccc2)C(=O)/C1=C\c1ccc(N(C)C)cc1
  0	27	-4	-1.9	-0.3	10	82	17	8	-1
> CCSc1nnc(NC(=O)[C@@H](NC(=O)c2ccccc2F)C(C)C)s1
  1	9	1	-3.0	-0.9	2	84	-1	0	2
> COc1ccc(OC)c(CNS(=O)(=O)c2c(C)nc3scc(C)n3c2=O)c1
  2	36	5	-2.9	1.7	-6	88	4	2	-3
> Cc1ccc(C)c(N2CCN(C(=O)CCCCn3c(=O)[nH]c4ccccc4c3=O)CC2)c1
  2	20	-2	-3.2	0.0	3	102	-1	1	-1
> CCOC(=O)CC1CCCCN1C(=O)CCCn1nnnc1CN1CCC(C)CC1 (stereo not given)
  -3	1	2	-1.7	-1.1	-15	114	-3	0	2
> CCC1CCC/C1=N\NC(=O)CCC(=O)Nc1ccccc1Cl (stereo not given)
  -1	2	-7	-0.7	-0.5	6	105	1	-1	1
> Cc1ccc(C(C)C)cc1S(=O)(=O)Nc1cccnc1
  -2	-14	-6	-1.6	-11	-11	113	-6	0	1
> O=C(Nc1ccccc1N1CCOCC1)c1ccc(Cl)c(S(=O)(=O)NCc2ccco2)c1
  1	-2	91*	0.6	0.6	-4	96	0	0	3
> CCCC(c1nnnn1C1CCCCC1)N1CCN(c2ncccn2)CC1 (stereo not given)
  1	-5	3	-0.7	1.2	2	107	0	1	1
> CS(=O)(=O)c1ccc(Cl)c(NC(=O)COC(=O)CNC(=O)c2cccs2)c1
  -4	1	-2	-0.2	2.2	7	112	0	0	-3
> CN(c1cccc(NC(=O)Nc2ccc(Cl)cc2)c1)S(C)(=O)=O
  -2	19	-4	-4.7	-3.3	3	100	-7	-2	2
> CC(=O)c1ccc(N2CCCCC2)c(F)c1
  -6	-2	1	-2.2	1.4	-33	106	1	-2	4
> CN1CCN(C(=O)/C(=C/c2cccc([N+](=O)[O-])c2)NC(=O)c2ccccc2)CC1
  -1	6	7	-2.6	0.1	-6	108	-6	-1	-3
> CCCN1CCN(CCCNC(=O)c2cc3c(=O)[nH]c4ccc(C)cc4c3s2)CC1
  -5	3	.	-4.5	0.3	4	100	17	0	-1
> O=C(CC(c1ccccc1)c1ccccc1)Nc1ccc(O)cc1
  -3	3	-4	.	1.9	0	85	-1	0	-2
> CC(C)c1ccccc1NS(=O)(=O)N(C)C
  -6	-1	-2	-0.5	-1.5	-9	49*	0	0	4
> CC(C)COC(=O)n1ccc(C(=O)N2CCCCC2)n1
  -1	-7	0	-1.9	1.0	6	99	21	1	-1
> CC(Oc1cccc(Cl)c1)C(=O)Nc1ccc(N2CCOCC2)cc1N1CCOCC1 (stereo not given)
  -1	1	2	-0.6	0.1	-9	103	7	2	-3
> Cc1cc(C)c(NC(=O)CCN2C(=O)c3ccccc3S2(=O)=O)c(C)c1
  -3	2	0	-1.5	1.1	-8	102	-1	3	2
> O=C(NC1CCc2ccccc21)c1cc(COc2ccc(F)cc2F)on1 (stereo not given)
  -3	24	-3	-3.6	1.1	2	100	0	-4	4
> CCOC(=O)c1c(C)nn(-c2ccc(NC(=O)CSCC(=O)O)cc2)c1C
  1	5	-1	-1.4	0.3	-7	111	-2	-3	-4
> CCOc1ccc(S(=O)(=O)N2CCCC(C(=O)NCc3ccccn3)C2)cc1C (stereo not given)
  -8	12	4	0.2	-1.7	2	.	.	1	-2
> COc1ccc(Oc2coc3cc(OC(=O)c4cccs4)ccc3c2=O)cc1
  -4	1	.	-2.1	0.4	-2	102	1	2	1
> COc1cccc(CNC(=O)C2CCN(S(=O)(=O)c3cccc4nonc34)CC2)c1
  -4	9	8	-2.8	1.3	-13	97	1	-4	-4
> Cc1cccc(NC(=O)c2ccc3c(c2)CCN3S(C)(=O)=O)c1
  1	8	2	0.1	-2.4	2	103	1	-6	1
> Cc1cccc(CNC(=O)c2ccc(NC(=O)C3=CSCCO3)cc2)c1
  -4	-4	-2	-3.3	0.4	-1	.	.	-1	-1
> Cc1ccc(C)c(NC(=O)CN(C)S(=O)(=O)c2ccc(F)cc2)c1
  -6	4	-1	-3.1	1.4	1	79	19	-1	5
> Cc1n[nH]c(=O)c2c(NC(=O)COC(=O)c3cc(F)cc(F)c3)oc(C)c12
  2	9	-4	-0.8	-1.1	-9	91	1	0	2
> OC(CCN1CCOCC1)c1ccccc1 (stereo not given)
  -6	13	-3	0.2	3.6	2	125	-5	-1	-5
> CCC(c1n[nH]c(=S)n1-c1ccccc1)N(C)C (stereo not given)
  5	-3	-2	-1.0	1.3	-2	104	0	-3	-4
> COc1nc(N(C#N)CC(N)=O)nc(N2CCCC2)n1
  0	0	0	-0.2	-0.3	-11	98	4	-1	-1
> O=C(OCC(=O)C12CC3CC(CC(C3)C1)C2)c1cnccn1
  5	10	-6	-2.9	1.0	-7	.	0	-2	1
> CC(C)Oc1ccc(C(=O)Nc2cccc(S(=O)(=O)N3CCCC3)c2)cc1
  -5	11	-4	0.0	-4.4	6	121	-2	0	3
> COc1ccc(-c2oc3ccccc3c2C(=O)Oc2ccccc2)cc1
  -1	13	-1	-0.1	0.1	-1	109	.	-12	2
> CCOC(=O)CNC(=O)C1CCCc2c1[nH]c1ccc(Cl)cc21 (stereo not given)
  0	9	-1	-0.8	-0.2	-11	96	-2	0	3
> O=C(NC1CCC(O)CC1)c1cccnc1Sc1ccccc1Cl (stereo not given)
  1	21	-3	-3.5	-0.6	-2	97	-3	-2	2
> O=C(Nc1ccc(C(=O)O)cc1)/C(=C\c1ccc([N+](=O)[O-])cc1)NC(=O)c1ccc(Br)cc1
  -1	1	-3	-0.4	0.8	-5	99	0	4	3
> CC(=O)NC(Cc1ccccc1F)C(=O)NC1CCN(S(=O)(=O)c2ccccc2)CC1 (stereo not given)
  -5	-3	-6	-1.7	-0.3	-10	96	.	0	-3
> Cc1ccc(C)c(CN2C(=O)c3ccccc3S(=O)c3ccc(C(=O)NCCCN4CCCC4)cc32)c1 (stereo not given)
  -2	-13	-6	-4.0	-2.4	-5	100	6	1	-2
> O=C(c1cccs1)N(c1ccc(F)cc1)C1C=CS(=O)(=O)C1 (stereo not given)
  0	4	-4	-2.1	0.7	-11	94	-2	0	-2
> COc1cc(NC(=O)c2cccnc2Sc2ccc(C)c(C)c2)cc(OC)c1OC
  -1	33	-3	-0.2	0.5	-5	101	18	0	0
> Cc1cc(Cl)ccc1OC(C)C(=O)Nc1ccc([N+](=O)[O-])cn1 (stereo not given)
  0	-11	3	0.2	0.0	-1	106	17	-6	-1
> CC(C)(O)[C@@H]1CC[C@@](C)(C2CC[C@]3(C)C2[C@H](O)CC2[C@@]4(C)CC[C@H](O)C(C)(C)C4[C@@H](O[C@H]4O[C@@H](CO)[C@H](O)[C@@H](O)[C@@H]4O[C@@H]4O[C@H](CO)[C@@H](O)[C@H](O)[C@H]4O)C[C@]23C)O1 (stereo in doubt)
  -3	-8	-4	0.1	-0.8	-1	97	.	0	3
> O=C(N/N=C/c1ccc[nH]1)c1cc(-c2ccc(Cl)cc2)nc2ccccc12
  1	2	-5	-1.9	-0.5	16	114	2	-2	-4
> O=C(OCC(=O)c1c[nH]c2ccccc12)c1ccc(F)c(S(=O)(=O)N2CCOCC2)c1
  .	.	.	.	.	.	105	-2	-5	-1
> Cc1cc(C)n(CCc2nc(-c3ccc(C(C)(C)C)cc3)cs2)n1
  2	5	-2	-1.2	0.2	1	82	-3	-8	1
> CC(Oc1ccc(Cl)cc1)c1ccnn1S(=O)(=O)c1ccccc1 (stereo not given)
  -3	1	-4	-1.3	0.4	-1	.	-22	-20	0

# Compound profiles, from the list above.
# O=C(NC1CCC(O)CC1)c1cccnc1Sc1ccccc1Cl (stereo not given) in the list: Keap1 Nrf2 FP: 1; Arr AP2 block: 21; CAL PDZ FP-1: -3; CAL PDZ FP-2: -3.5; LANA DNA inh: -0.6; Cardiac RTF inh: -2; Pemphigus Ab inh: 97; NSD2 HMT inh: -3; DAGLB inh: -2; V-ATPase pHluor: 2
# COc1cccc(CNC(=O)C2CCN(S(=O)(=O)c3cccc4nonc34)CC2)c1 in the list: Keap1 Nrf2 FP: -4; Arr AP2 block: 9; CAL PDZ FP-1: 8; CAL PDZ FP-2: -2.8; LANA DNA inh: 1.3; Cardiac RTF inh: -13; Pemphigus Ab inh: 97; NSD2 HMT inh: 1; DAGLB inh: -4; V-ATPase pHluor: -4
